# PMI inhibitors – inhibitors of human PMI, primary screen, biochemical, fluorescence intensity, coupled assay (AID 1209). purified PMI enzyme, coupled fluorescence intensity; higher % means a stronger effect. one-dose inhibition, % at 20 µM; IC50 in µM for titrated hits. actives 0.42% (n = 190,000);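 also: plate controls were DMSO vehicle for no effect and wells lacking substrate for full effect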
# UTI89 phage lysis – inhibition of K1F phage lysis, E. coli UTI89, bacterial capsule biogenesis inhibitors, alamar blue (AID 488966); E. coli UTI89 K1F phage lysis, alamar blue, 2 h; higher % means a stronger effect; inhibition, % at 100 µM; hits with a dose series show IC50 in µM; actives 0.02% (n = 340,000);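 active = phage lysis inhibition, versus mean bacterial control, above a set limit; inconclusive = no clear call, values can overlap the other calls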;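 also: capsule biogenesis inhibitors block K1F phage lysis so surviving cells raise fluorescence; higher fluorescence means more inhibition of phage lysis; actives were called in the ten point dose series up to 300 µM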
# TNAP activators – human TNAP enzyme activators, primary screen, biochemical, luminescent, no phosphate acceptor, uHTS (AID 1001) | Alkaline phosphatase, tissue-nonspecific isozyme (Homo sapiens) | purified TNAP, luminescent activation assay, no phosphate acceptor; higher activation fold means a stronger effect | activation fold at 20 µM, or EC50 in µM where a hit was titrated | actives 0.03% (n = 200,000); in the data active = activation fold from about 3, or a potency from the dose series; inactive = the rest, 99 in 100 with activation fold below about 1.6; also: many of its hits are not listed in these tables
# M17LAP inhibition – P. falciparum M17LAP inhibitors, primary screen, biochemical, fluorogenic H-Leu-NHMec substrate, 1536-well (AID 1619) | Leucine aminopeptidase (Plasmodium falciparum (isolate 3D7)) | recombinant M17LAP, H-Leu-NHMec fluorogenic kinetic assay; higher % means a stronger effect | inhibition, % at 30 µM, or IC50 in µM where a hit was titrated | actives 0.38% (n = 220,000);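 active = compound inhibiting the enzyme by more than half at any dose during confirmatory dose-response retesting; inconclusive = strong single-dose inhibitors picked by rank but not retested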;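 also: plate controls were full reaction with DMSO carrier for no effect and no enzyme background for full effect; strong numbers were not always called active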
# P. falciparum M1AAP – P. falciparum M1AAP inhibitors, biochemical, fluorogenic H-Leu-NHMec substrate, 1536-well (AID 1445); Aminopeptidase N (Plasmodium falciparum (isolate 3D7)); recombinant M1AAP, H-Leu-NHMec fluorogenic kinetic assay; higher % means a stronger effect; inhibition, % at 30 µM; hits with a dose series show IC50 in µM; actives 0.42% (n = 220,000);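 active = primary inhibition above the hit cutoff, then over 50% inhibition at one or more dose response concentrations, cut at about 23% in these data, passing the limit was not always enough; inconclusive = conflicting primary data, or primary hits not chosen for dose response; inactive = low primary inhibition, or under 50% at every dose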;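 also: plate controls were DMSO full reaction for no effect and no enzyme background for full effect; strong numbers were not always called active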
# RSV CPE inhibition – RSV antiviral activity via CPE protection, HEp-2 cells, primary 10 µM value included (AID 2391); HEp-2 cells, RSV-induced CPE inhibition; higher % means a stronger effect; actives 0.13% (n = 310,000); CPE inhibition, % at 10 µM; hits with a dose series show IC50 in µM; in the data active = a potency from the dose series; inconclusive = CPE inhibition mostly from about 23% at the one dose, without a potency; inactive = the rest, 99 in 100 with CPE inhibition below about 21%; also: strong numbers were not always called active
# PMI inhibition – human PMI inhibitors, high substrate, primary screen, biochemical, fluorescence intensity, high mannose 6-phosphate (AID 1220); recombinant PMI enzyme, coupled fluorescence intensity; higher % means a stronger effect; inhibition, % at 20 µM, or IC50 in µM where a hit was titrated; actives 0.66% (n = 190,000)
# West Nile virus CPE – West Nile virus antiviral activity, cell-based, CPE readout (AID 1621). actives 0.02% (n = 290,000). CPE inhibition, % at 10 µM; hits with a dose series show IC50 in µM. West Nile virus-infected cells, CPE inhibition; higher % means a stronger effect; in the data active = a potency from the dose series; inconclusive = CPE inhibition mostly from about 3.7% at the one dose, without a potency; inactive = the rest, 99 in 100 with CPE inhibition below about 2.2%; also: strong numbers were not always called active
# T cell modulator – modulators of CD8 T cell-vesicle binding, primary screen, mouse 2C CD8+ T cells, flow cytometry; 2C CD8+ T cell-vesicle binding; stronger effect = lower value; calls only at 7 µM; actives 0.068% (n = 330,000); AID 2052, 2009;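 active = response, share of CD8 T cells binding vesicles, and their 90th percentile fluorescence all below set limits, cut at about 80% in these data, passing the limit was not always enough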
#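 material = purified 2C TCR transgenic mouse naive CD8+ T cells | controls = Unloaded micro-vesicles (low), QL9 vesicles with 0.7% DMSO (high) | detection = cytometric PE anti-B7-1 and Alexa647 anti-CD8 signals after 1% paraformaldehyde fixation | incubation = binding step 1.5 h, 37 °C, antibody labelling 20 min, ice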
# T cell modulator vesicle-bound % – second read-out of T cell modulator, no call of its own (marks repeat the call); double positive events, %; measured here: CD8+ vesicle-bound cell fraction;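 binding gate set so that unloaded-vesicle control wells show 10% double positive cells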
# The depositor's hits bear a star; i = inactive; ? = inconclusive; . = no result given; [ ] = dose if it differs, or a comment. Rule as the data show it, unless noted: active = inhibition above about 50%; inactive = the rest.
SMILES	PMI inhibitors	UTI89 phage lysis	TNAP activators	M17LAP inhibition	P. falciparum M1AAP	RSV CPE inhibition	PMI inhibition	West Nile virus CPE	T cell modulator	T cell modulator vesicle-bound %
COc1ccc2[nH]c(C)c(CCNC(=S)Nc3cccc(C)c3C)c2c1	0%	-0.7%	1.1	-6%	0%	1.1%	-2%	.	i	40
CCOC(=O)CSc1nc2c(sc(=S)n2-c2ccc(OCC)cc2)c(=O)[nH]1	-18%	0.2%	1.1	14%	14%	-0.1%	-17%	0.3%	i	19
CCc1noc(N)c1C(=O)Nc1ccc(Cl)cc1	.	0.7%	.	.	.	2.2%	.	0.1%	i	39
CCOP(=O)(OCC)C(Nc1ccc(F)cc1)c1ccccc1 (stereo not drawn)	.	.	.	12%	6%	0.2%	.	0.0%	i	34
Cc1ccc(NC(=O)CSc2nnc(-c3ccco3)o2)cc1	0%	0.0%	1.2	6%	0%	1.7%	-1%	0.3%	i	22
O=C(N/N=C/c1ccc(N2CCOCC2)o1)c1cccc(F)c1	-3%	1.2%	1.3	13%	13%	1.8%	14%	0.4%	i	23
Cc1ccccc1N1CC(C(=O)O)CC1=O (stereo not drawn)	.	1.0%	1.1	7%	1%	-0.5%	.	-0.4%	i	32
COc1ccc(CCNC(=O)CCCn2c(SCC(N)=O)nc3cc4c(cc3c2=O)OCO4)cc1OC	5%	.	1	-5%	7%	2.4%	13%	0.1%	i	55
Cc1ccc(NC(=O)Nc2cc(Cl)ccc2C2COC(=O)C2=N)cc1 (stereo not drawn)	6%	-0.4%	1	3%	5%	0.9%	16%	0.3%	i	27
Cc1ccc(-c2ccc(CCC(=O)O)n2NC(=O)c2ccco2)cc1	3%	0.5%	1.1	9%	4%	1.6%	-2%	0.0%	i	28
Cc1c(Cl)c([N+](=O)[O-])nn1CCCC(=O)Nc1cccc(O)c1	13%	1.1%	1.1	10%	7%	0.7%	29%	-0.6%	i	35
CCC(Sc1nc2ccccc2s1)C(=O)Nc1cc(C)on1 (stereo not drawn)	-11%	3.6%	1	13%	7%	1.9%	-3%	0.2%	i	24

# A second format for some results above:
O=C(N/N=C/c1ccc(N2CCOCC2)o1)c1cccc(F)c1
- PMI inhibitors = -3%
- UTI89 phage lysis = 1.2%
- TNAP activators = 1.3
- M17LAP inhibition = 13%
- P. falciparum M1AAP = 13%
- RSV CPE inhibition = 1.8%
- PMI inhibition = 14%
- West Nile virus CPE = 0.4%
- T cell modulator = i
- T cell modulator vesicle-bound % = 23

CCc1noc(N)c1C(=O)Nc1ccc(Cl)cc1
- PMI inhibitors = .
- UTI89 phage lysis = 0.7%
- TNAP activators = .
- M17LAP inhibition = .
- P. falciparum M1AAP = .
- RSV CPE inhibition = 2.2%
- PMI inhibition = .
- West Nile virus CPE = 0.1%
- T cell modulator = i
- T cell modulator vesicle-bound % = 39

# The list goes on.
SMILES	PMI inhibitors	UTI89 phage lysis	TNAP activators	M17LAP inhibition	P. falciparum M1AAP	RSV CPE inhibition	PMI inhibition	West Nile virus CPE	T cell modulator	T cell modulator vesicle-bound %
CCCCNC(=O)CCCCCn1c(=O)[nH]c2cc(OC)c(OC)cc2c1=O	3%	0.4%	0.9	6%	2%	2.3%	-2%	-0.7%	i	31
COc1ccc(NC(=O)c2cc(-c3cccnc3)nc3ccc(C)cc23)cc1OC	4%	5.0%	1	-1%	0%	.	6%	0.2%	.	.
Cc1ccc(NC(=S)NCc2ccccc2)c(C)c1	.	0.2%	.	.	.	0.1%	.	-1.0%	i	50
O=C(NCc1ccccc1)/C(=C\c1ccccc1)NC(=O)c1ccco1	.	1.9%	.	.	.	0.4%	.	0.0%	i	2
COc1cccc(CNS(=O)(=O)c2ccc(S(=O)(=O)NC3CC3)cc2)c1	.	1.0%	.	.	.	0.8%	.	-0.9%	i	26
CCOC(=O)C(=O)Nc1ccccc1C(=O)OC	12%	-0.5%	1	0%	0%	1.5%	4%	0.7%	i	11
COc1ccc(N2CCN(C(=O)C3CCC(Cn4c(=S)[nH]c5ccccc5c4=O)CC3)CC2)cc1 (stereo not drawn)	20%	0.9%	1.1	3%	8%	0.3%	14%	0.9%	i	49
Cn1c(=O)n(CC(=O)O)c(=O)c2c1nc1n2CCCN1CCc1ccccc1	.	1.0%	.	.	.	-0.9%	.	-0.4%	i	60
CCc1ccc(S(=O)(=O)N/N=C\c2ccc([N+](=O)[O-])o2)cc1	.	-0.4%	.	.	.	0.2%	.	-0.9%	i	61
CCCCc1cc(=O)oc2cc(OCC(=O)N(CC)CC)ccc12	2%	0.2%	1	18%	4%	2.7%	0%	-1.0%	i	36
CC(=O)c1sc(-c2ccccc2)nc1C	-11%	-0.2%	1.1	3%	14%	8.7%	-2%	0.4%	i	3
COc1ccc(CNC(=O)c2sc3nc4c(c(C(F)(F)F)c3c2N)CCC4)cc1OC	9%	3.2%	1	-3%	6%	17%	15%	-0.6%	i	35
Cc1ccc(Cl)c(OCCCCN(C)Cc2ccccc2)c1	15%	0.0%	1.1	11%	2%	-2.4%	6%	-1.0%	i	40
CCOc1cc(/C=C(/NC(C)=O)C(=O)O)cc(Cl)c1OCc1ccc(Br)cc1	.	0.9%[50 µM]	.	-6%	-1%	2.8%	.	0.0%	i	33
O=C(c1cc(COc2ccc(F)c(F)c2)on1)N1CCOCC1	.	0.2%	.	.	.	0.5%	.	-0.1%	i	61
COc1ccc(NS(=O)(=O)c2cccc3nsnc23)cc1Cl	.	0.0%	.	.	.	3.9%	.	-1.0%	i	25
COc1ccc(C2Nc3ccccc3C(=O)N2Cc2ccccc2)cc1CSc1ccccn1 (stereo not drawn)	5%	0.6%[50 µM]	1.1	2%	4%	2.5%	8%	.	i	58
CCOc1ccc(NC(=O)c2cccc(NC(=O)c3ccccc3)c2)cc1	.	-0.1%	.	.	.	1.1%	.	-0.9%	i	52
CC1CN(C(=O)c2cc(COc3c(F)cccc3F)on2)CCN1C (stereo not drawn)	.	0.5%	.	.	.	0.5%	.	0.7%	i	23
CCN(c1ccc(F)cc1)S(=O)(=O)c1cccc2nsnc12	.	0.0%	.	.	.	1.7%	.	-0.9%	i	29
CCOc1ccc(CCNC(=O)c2ccc(CS(=O)Cc3ccc(Cl)cc3)o2)cc1OCC (stereo not drawn)	.	0.2%	.	.	.	2.9%	.	0.4%	i	30
CN1CCN(c2ccccc2NC(=O)c2ccc(-c3cccc(Cl)c3)o2)CC1	.	1.8%[50 µM]	.	.	.	21%	.	-0.7%	i	7
N#C/C(=C\c1c(N2CCCCCC2)nc2ccccn2c1=O)C(=O)NC1CCS(=O)(=O)C1 (stereo not drawn)	-2%	0.9%[50 µM]	1	-19%	-4%	2.4%	-4%	0.0%	i	49
CCCC(=O)c1cn(CC(=O)OC)c2ccccc12	7%	0.3%	1.1	10%	1%	0.6%	11%	0.3%	i	50
O=C(CNC(=O)c1ccc(Br)o1)Nc1ccccc1	.	2.8%	.	.	.	2.1%	.	-0.8%	i	56
Cc1nn(-c2ccccc2)c(C)c1/C=C/C(=O)OC(C)C(N)=O (stereo not drawn)	11%	0.2%	1	10%	6%	0.9%	8%	-0.2%	i	6
O=C(C1CCCN(Cc2cc(Br)ccc2O)C1)N1CCCCC1 (stereo not drawn)	.	-0.2%[50 µM]	.	.	.	0.5%	.	-2.1%	i	26
COc1ccc(/C=N/NC(=O)c2nn(-c3ccc(C)c(C)c3)c(=O)c3ccccc23)cc1	13%	0.1%	1	7%	5%	14%	23%	0.1%	i	42
CCOC(=O)c1cc(CC)sc1NC(=O)c1ccc([N+](=O)[O-])c(N2CCOCC2)c1	10%	3.4%[50 µM]	1	-9%	4%	2.5%	0%	-0.3%	i	44
COc1ccccc1NS(=O)(=O)c1cc(C(=O)NCCC(C)C)ccc1F	-19%	1.1%	0.9	1%	-3%	3.3%	-10%	-1.4%	i	19
CC(C)(CC(=O)O)CC(=O)Nc1cc(C(F)(F)F)cc(C(F)(F)F)c1	.	-0.6%	.	4%	3%	.	.	0.3%	i	35
COc1ccc(NC(=O)CSc2nnc(C3CCCCC3)n2N)cc1	.	0.7%	.	14%	7%	3.8%	.	0.0%	i	40
COc1ccc(NC(=O)Cn2c(-c3ccccc3)cn(-c3ccc(C)cc3)c2=O)cc1	14%	0.2%	0.9	-4%	5%	1.1%	1%	-0.4%	i	11
CC(C)(C)c1ccc(NC(=O)NCc2ccco2)cc1	12%	0.3%	1.1	6%	6%	7.9%	5%	-0.2%	i	19
CCc1nnc(NC(=O)CSc2nnc(-c3ccccc3O)n2-c2ccc(C)cc2C)s1	8%	-0.1%	1	?	13%	4.1%	3%	0.1%	i	36
O=C(COc1ncnc2ccccc12)NCc1ccc2c(c1)OCO2	5%	0.1%	1.1	1%	10%	1.2%	3%	0.1%	i	60
CCOC(=O)C1C(=O)C=C(c2ccc([N+](=O)[O-])cc2)CC1c1ccccc1 (stereo not drawn)	16%	2.5%	0.9	-6%	5%	4.2%	16%	1.0%	i	4
COc1cc(NC(=O)c2ccnn2C)c(OC)cc1Cl	8%	1.5%	1.1	2%	7%	1.7%	7%	-0.2%	i	59
CC(=O)NCCc1ccc(S(=O)(=O)N2CCN(c3nc(-c4ccccc4)c(C)s3)CC2)cc1	.	-0.1%	.	.	.	3.9%	.	-1.0%	i	56
Cc1ccc(NC(=O)COc2nc(C)cs2)cc1	6%	0.1%	1.2	7%	11%	0.4%	5%	-0.3%	i	34
CCOC(=O)CSc1nc2ccc(N3CCOCC3)cc2c(=O)n1Cc1ccccc1	13%	0.1%	1.1	-6%	13%	0.1%	0%	?	i	21
CCN(CC)c1ccc(NC(=O)c2ccc3c(c2)OCO3)c(C)c1	.	0.0%	.	.	.	2.5%	.	-1.3%	i	60
N#C/C(=C/c1ccccc1[N+](=O)[O-])C(=O)NCc1ccco1	6%	0.1%[50 µM]	1.2	7%	3%	2.3%	16%	0.7%	i	42
CCCn1c(N2CCN(CC(=O)c3c(C)n(C)c4ccc(OC)cc34)CC2)nc2c1c(=O)[nH]c(=O)n2C	-2%	3.9%	1	17%	13%	.	-5%	.	.	.
CCNc1nc(N)nc(Oc2ccc(OCCOc3ccccc3)nn2)n1	1%	0.5%	1.1	8%	4%	-0.8%	-3%	-1.3%	i	39
